# Assay outcomes from PubChem.
# PglD inh – C. jejuni PglD acetyltransferase inhibitors, primary screen, biochemical, DTNB colorimetric, single point; UDP-N-acetylbacillosamine N-acetyltransferase PglD (Campylobacter jejuni); purified PglD enzyme, DTNB colorimetric CoA detection; inhibition, % at 12.5 µM; 360,000 compounds, 0.098% hits; AID 602405, 2012; in the data active = inhibition above about 16%, passing the limit was not always enough; also: strong numbers were not always called active
# Statin myotox sup – suppressors of statin myotoxicity in C2C12 myotubes, primary screen, cell-based, single point, plate reader | C2C12 myotubes + simvastatin, ATP luminescence, 48 h; scaled: DMSO 0, geranylgeraniol control 100 | rescue of ATP level, % at 7.49 µM | 330,000 compounds, 0.78% hits | AID 602340, 2012;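 active = mean ATP rescue above about 67%, or every replicate alone reaching that limit, limit read from the data, passing the limit was not always enough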;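 also: myotubes were challenged with 10 µM simvastatin during compound exposure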
# * marks the source's active call; other numbers are inactive results. This is a subset. The share of hits here may be higher or lower than overall.
# Preview, 3 compounds:
SMILES,PglD inh,Statin myotox sup
COc1ccc(Br)cc1CNC(=O)C1CCCN(c2nc3ccccc3o2)C1 (stereo unspecified),-1,3
Nc1nnnn1/N=C/C=C/c1ccccc1,-2,-15
COC(=O)C(C(=O)OC)=C(/C=C/N(C)C)N(C)C,2,6

# The whole of this part, from the start:
SMILES,PglD inh,Statin myotox sup
COc1ccc(Br)cc1CNC(=O)C1CCCN(c2nc3ccccc3o2)C1 (stereo unspecified),-1,3
Nc1nnnn1/N=C/C=C/c1ccccc1,-2,-15
COC(=O)C(C(=O)OC)=C(/C=C/N(C)C)N(C)C,2,6
CC1(C)CC(=O)c2cnc(N3CCN(c4ccccc4)CC3)nc2C1,1,6
Cc1ccc(CS(=O)(=O)Cc2ccc(C(=O)NCc3ccccn3)o2)cc1,4,6
Clc1ccc(C2=CSC3=Nc4cccc5cccc(c45)N23)cc1,2,-5
COc1cccc(OC)c1C(=O)Nc1ccc2c(c1)OCCO2,-2,8
CCOC(=O)C1CCN(Cc2cc(Cl)c3ccccc3c2O)CC1,2,-3
C/C(N)=C(/C#N)C(=O)COC(=O)c1cc(S(=O)(=O)N2CCCCC2)ccc1C,-1,-2
COc1ccc(-c2c(C(=O)O)nc3ccccc3c2C(=O)O)cc1,-3,-7
CC1(C)CC(=O)c2cnn(-c3nc4ccccc4[nH]3)c2C1,2,10
O=C(Nc1ccccc1C(=O)OC1CCOC1=O)c1ccco1 (stereo unspecified),-4,-7
COc1cc(C(=O)NCCc2ccc3c(c2)OCCO3)ccc1OCC(=O)N1CCOCC1,-7,5
O=C(COc1cccc2cccnc12)NCC(F)(F)F,10,6
CC1CCCC(C)N1/N=C/c1ccc(Cl)cc1 (stereo unspecified),0,-2
C=CCn1c(O)c(N=NC(=S)Nc2ccc(OC)cc2)c2ccccc21,3,-35
CCOc1cc(/C=C2\N=C(SC)SC2=O)cc([N+](=O)[O-])c1OC(C)=O,1,8
c1ccc(-c2ncnc3nc4n(c23)CCC4)cc1,4,9
COc1ccc(N2CCN(Cc3cc(=O)oc4cc5c(cc34)CCCC5)CC2)cc1,-5,-47
CC(=O)N1CCc2cc(S(=O)(=O)NCCC(=O)NCCc3ccc(C)cc3)ccc21,-1,6
COc1ccccc1NC(=O)c1ccccc1NS(=O)(=O)N1CCCC1,-8,-112
Cc1cc(/C=C2/NC(=O)NC2=O)c(C)n1-c1sc2c(c1C#N)CCCC2,4,21
O=c1cc(Nc2ccc3c(c2)OCO3)[nH]c(=O)n1-c1ccc(Br)cc1,-6,-15
COCCCNC(=O)c1c(NC(=O)c2cccs2)sc2c1CCCC2,-1,-11
CCOc1c(OC(C)=O)ccc(/C=C2\N=C(SCC)SC2=O)c1[N+](=O)[O-],-4,7
COc1ccc(Sc2nc3ccccc3n3c(C(F)(F)F)nnc23)cc1,4,-30
Cn1cccc1-c1nc2ccc(NC(=O)c3ccc([N+](=O)[O-])cc3)cc2[nH]1,2,-135
COC(=O)c1[nH]c2ccc(Cl)cc2c1NC(=O)CCN1CCN(C2CCCCC2)CC1,2,4
Cc1ccc2nc(Cc3ccc(N)cc3)oc2c1,3,2
COC(=O)c1ccc(NC(=O)N2CCC(O)(c3cccnc3)CC2)cc1,-8,2

# Exported with bars between the fields: three of the compounds above
Molecule | PglD inh | Statin myotox sup
COc1ccccc1NC(=O)c1ccccc1NS(=O)(=O)N1CCCC1 | -8 | -112
Cc1cc(/C=C2/NC(=O)NC2=O)c(C)n1-c1sc2c(c1C#N)CCCC2 | 4 | 21
O=c1cc(Nc2ccc3c(c2)OCO3)[nH]c(=O)n1-c1ccc(Br)cc1 | -6 | -15

# Remaining list, next part:
SMILES,PglD inh,Statin myotox sup
COc1ccc(OC(C)C(=O)Nc2cccnc2)cc1 (stereo unspecified),-9,-1
CCOC(=O)N1CCN(C(=O)c2ccc(CN(c3ccccc3)S(C)(=O)=O)cc2)CC1,-1,6
CCOC(=O)c1ccc(NC(=O)CSC2=NC(=O)C(CC)C(=O)N2)cc1 (stereo unspecified),-2,-2
COc1cccc2[nH]c3c(=O)n(CCN(C)C)cnc3c12,1,57
Cc1ccc2oc(=O)n(CC(=O)OC(C)C)c2c1,1,-7
Cc1ccc(C(=O)Nc2cc(C)c(OCC(=O)N3CCOCC3)c(C)c2)cc1,-6,6
CC(=O)c1c(C)[nH]c(C(=O)CSc2nnc(-c3ccccc3)o2)c1C,-3,15
COC(=O)C(NNc1ccccc1)(NC(=O)c1cccc(F)c1)C(F)(F)F (stereo unspecified),-4,-5
COc1ccc(OC)c(NC(=O)Cc2coc3ccc4ccccc4c23)c1,-14,13
CC(OC(=O)CCCOc1ccccc1)C(=O)NC(N)=O (stereo unspecified),-4,-2
Cc1ccc(CS(=O)(=O)CCC(=O)NCCCN2CCCC2)cc1,-7,-14
COc1cccc(-c2nc(-c3ccc(NC(=O)c4cccs4)cc3)no2)c1,0,-7
CCN(CC)C(=O)C1CCCN(Cc2ccc(F)c(F)c2)C1 (stereo unspecified),5,-31
Cn1c(Cl)c(C(=O)Nc2ccccc2)c2ccccc21,-1,-12
CC(C)(C)c1ccc(C(=O)N2CCC(C(=O)NCC3CCCO3)CC2)cc1 (stereo unspecified),-2,-7
CC(C)(C)c1cc(C(=O)Nc2cccc3ccccc23)ccn1,4,4
CCN1CCN(C(C)C(=O)Nc2c(C)n(C)n(-c3ccccc3)c2=O)CC1 (stereo unspecified),-3,5
CC(=O)OC[C@H]1O[C@@H](n2ccc(=O)[nH]c2=S)C(OC(C)=O)C1OC(C)=O (stereo partly specified),3,1
CCOC(=O)c1cnc(-n2nc(C)cc2C)nc1NCCc1ccccc1,-2,1
c1cnc(SCCCOc2ccc3ccccc3c2)nc1,-5,5
COc1ccc(-c2cc(C(F)(F)F)n3ncc(C(=O)NCC4CCCO4)c3n2)cc1OC (stereo unspecified),-6,-2
COc1ccccc1C1CC(=O)NC(C)=C1C(=O)OCC(C)C (stereo unspecified),14,-4
COc1cc(OC)c(OC)cc1CNC1CCCCCC1,1,3
Cc1ccc(S(=O)(=O)N/N=C/c2cccn2-c2ccc(Cl)cc2)cc1,-2,7
Cn1c(=O)n(CC(=O)OCc2ccccc2)c(=O)c2c1nc1n2CCCN1C1CCCCC1,2,-2
CC(=O)c1cnc(Nc2ccccc2)s1,-3,7
Cc1cc(C)n(-c2nc(-c3cccc(Cl)c3)cs2)n1,2,-17
Cc1ccc(/C=N/N2CCN(c3ccncc3S(=O)(=O)N3CCCCC3)CC2)cc1,-11,-24
CN(C)C(=O)COC(=O)c1cc(Cl)cc(Cl)c1N,0,2
CCOc1ccc(NS(=O)(=O)c2ccc(OCC(=O)NCCCOC)cc2)cc1,-2,0
CCNC(=S)NNC(=O)c1csc2c1CCC(C)C2 (stereo unspecified),-3,-1
Cc1ccc2[nH]c(=O)c(CC=C(Cl)Cl)c(C)c2c1,-2,0
CS(=O)(=O)N1CCN(c2ccc(NC(=O)C(c3ccccc3)c3ccccc3)cc2)CC1,10,6
CCn1c(=O)cc(SCC(=O)N2CCN(Cc3ccc4c(c3)OCO4)CC2)c2ccccc21,2,-6
Cc1ccc(C(=O)N/C(=C/c2ccco2)C(=O)Nc2cccc(C)c2)cc1,4,1
Cc1ccc(CNC(=O)c2cccc(S(C)(=O)=O)c2)cc1,3,-3
CC(C)(C)c1nc2ccccc2c2nnc(SCC(=O)NCc3ccco3)n12,-6,11
CC(=O)COC(=O)CNC(=O)c1ccc(Br)cc1,5,6
O=S(=O)(c1ccc(Cl)cc1)N1CCN(Cc2c[nH]c3ccccc23)CC1,5,-2
CC(C)(C)OC(=O)N1CCNc2ccccc2C1,0,96*
CC(C)(C)n1nnnc1C(c1ccncc1)N1CCCCCC1 (stereo unspecified),-3,3
COc1ccc(OC)c(S(=O)(=O)n2nc(C)cc2C)c1,-2,12
C=CCn1c(SCC(=O)Nc2cc(C)nn2-c2ccccc2)nnc1C1CCCCC1,5,-1
Cc1nc2ccccc2c(=O)n1NC(=O)Cc1ccc(Br)cc1,6,5
CON(C)c1nc(Oc2ccc(=O)[nH]n2)nc(N(C)C)n1,5,-6
CC(C)NC(NC(=O)Cc1ccccc1)C(Cl)(Cl)Cl (stereo unspecified),-2,-23
CCOc1ccc(C(C#N)N2CCOCC2)cc1OC (stereo unspecified),-3,-2
CCCCN(C(=O)Nc1ccc(OCC)cc1)C1CCN(C(C)=O)CC1,1,-7
CCCOc1ccccc1Nc1nnc(C)c(=O)[nH]1,0,-2
Oc1ccc(-c2nc3ncccn3c2Nc2ccc3c(c2)OCCO3)cc1,-1,12
CCN(C(=O)c1coc(=O)c2ccccc12)c1cc(OC)ccc1OC,-6,-8
CCOC(=O)Cn1c(=O)c(-c2ccccc2NC)nc2ccccc21,-2,9
COc1ccccc1C(=O)C1CCCN(C(=O)CCc2ccccn2)C1 (stereo unspecified),1,0
CCOc1ccc(S(=O)(=O)N(C)c2ccc(OCC(=O)N3CCOCC3)cc2)cc1,-2,22
COc1ccc(C(=O)NCCC2=CCCCC2)cc1OC,5,0
N#Cc1ccccc1Sc1ccccc1C(=O)Nc1ccccc1,9,11
CCN(CC)C(=O)c1ccc(C(=O)c2c(C)cc(C)cc2C)cc1,2,-19
CC(=O)/C(C#N)=C1\NC(=O)C(Cc2ccccc2Cl)S1 (stereo unspecified),2,33
CCOC(=O)N1CCN(C(=O)CCn2nc(-c3ccc(Cl)cc3)ccc2=O)CC1,-2,-1
O=C(Oc1ccc2c(=O)c(Cl)coc2c1)c1ccncc1,-3,1

# (more compounds)
SMILES,PglD inh,Statin myotox sup
CC(C(=O)Nc1cccnc1)N1C(=O)c2ccccc2C1=O (stereo unspecified),1,-1
c1ccc(-c2cc(-c3ccc(N4CCOCC4)cc3)nc3ccccc23)cc1,-3,-2
CCOC(=O)c1ccc(NC(=O)NC2CC3CCC(C2)N3Cc2nnnn2Cc2ccco2)cc1 (stereo unspecified),2,-9
CCOC(=O)C(NC(=O)c1ccccc1)(OCC1(CC)COC1)C(F)(F)F (stereo unspecified),4,-2
O=C(Nc1cccc(F)c1)c1ccc2c(c1)OCO2,-2,2
CCOC(=O)/C(C#N)=C\c1ccco1,-2,0
CC(=O)Oc1ccc2c(c1)cc(C)n2C,0,-8
Cc1ccc(C(=O)Nc2nc3ccccc3s2)s1,1,-18
NS(=O)(=O)c1ccc(CCNC(=O)Nc2ccc(Cl)cc2)cc1,1,-25
COCCNC(=O)C(c1ccco1)N(C(=O)Cn1nnc2ccccc21)c1cc(C)ccc1C (stereo unspecified),-3,23
O=[N+]([O-])c1ccc(N=Nc2ccc(O)cc2O)cc1,-1,-28
Cc1cc2ccccc2c(=O)n1CC(=O)Nc1ccc2c(c1)OCO2,3,8
CC1CCCCC1NC(=O)C1CCN(S(=O)(=O)c2cccc3nsnc23)CC1 (stereo unspecified),-4,10
O=C(O)CCC(=O)CCC(=O)c1ccc(Cl)cc1,6,5
CS(=O)(=O)c1ccc(N2CCN(C3CC(=O)NC3=O)CC2)cc1 (stereo unspecified),6,13

# Random excerpt: 5 entries already listed
SMILES,PglD inh,Statin myotox sup
CCOC(=O)c1ccc(NC(=O)NC2CC3CCC(C2)N3Cc2nnnn2Cc2ccco2)cc1 (stereo unspecified),2,-9
c1ccc(-c2cc(-c3ccc(N4CCOCC4)cc3)nc3ccccc23)cc1,-3,-2
Cc1cc2ccccc2c(=O)n1CC(=O)Nc1ccc2c(c1)OCO2,3,8
CCOC(=O)/C(C#N)=C\c1ccco1,-2,0
O=C(O)CCC(=O)CCC(=O)c1ccc(Cl)cc1,6,5

# Carrying on.
SMILES,PglD inh,Statin myotox sup
C=CCNc1nc2ccccc2nc1NS(=O)(=O)c1cccs1,4,9
COc1cccc(-n2c(CNc3ccc(F)cc3)nnc2SCC(N)=O)c1,3,14
Cc1cccc2cc(CN(CC3CCCO3)C(=O)NC3CCCCC3)c(=O)[nH]c12 (stereo unspecified),-2,-2
c1ccc(-n2ncc3c2ncn2cnnc32)cc1,2,-6
O=[N+]([O-])c1cccc(-c2nc(-c3ccncc3)no2)c1,2,19
CC(C)C(c1nnnn1Cc1ccc(F)cc1)N1CCSCC1 (stereo unspecified),-1,-23
O=C(NNS(=O)(=O)c1ccccc1)c1ccncc1,-1,-2
COc1ccccc1NC(=O)CN1CCCCC1,-16,12
c1ccc(-c2ccc(-c3nc(-c4ccncc4)no3)cc2)cc1,5,-30
Cc1ccc2cccc(OC(=O)c3ccc4c(c3)OCCO4)c2n1,0,7
CCC(CC)C(=O)Nc1cccc(C(=O)N2CCCCCC2)c1,2,18
Cc1ccc(CN2CCCNC2=O)cc1,3,-2
COc1ccccc1N1CCN(/N=C/C=C\c2ccco2)CC1,-7,12
COC(=O)c1cnn(-c2cc(Oc3ccccc3)ncn2)c1N,2,8
CC(=NC1CCN(Cc2ccccc2)CC1)c1c(O)[nH]c(=O)[nH]c1=O,-4,2
CCCS(=O)(=O)c1snnc1C,-6,-2
Cc1ccc(-n2ncc(Br)c(Br)c2=O)cc1,-1,-143
Cn1c2c(c(=O)n(C)c1=O)CN(Cc1ccc(F)cc1)CN2,-1,13
Cc1cc(NS(=O)(=O)c2ccc(NC(=O)c3ccco3)cc2)nc(C)n1,-1,-15
COc1cc(C(C[N+](=O)[O-])c2c(C)[nH]c3ccccc23)cc(OC)c1OC (stereo unspecified),-8,45
O=[N+]([O-])c1cccc(C(=Nc2cccc(Cl)c2)NO)c1,-7,1
Clc1ccc2ncc(-c3nnnn3-c3ccccc3)c(-c3ccccc3)c2c1,2,2
O=C1Cc2ccccc2C(c2ccc(Br)cc2)N1 (stereo unspecified),3,33
COc1ccc(OCC(=O)N2CCN(S(=O)(=O)c3ccc(Cl)cc3)CC2)cc1,4,51
